IDE inh: inhibitors of human insulin-degrading enzyme in cells | P14735 | HEK cells, FAbetaB cleavage, fluorescence polarization | AID 434962 | 0.41% of 320,000 active | inhibition, % at 5.59 µM;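 active = percent inhibition above the average of all tested compounds plus 3 SD, set per screening campaign, cut at about 16% in these data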;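 note: IDE supplied by intact live HEK cells; FP after avidin binding of uncleaved biotin substrate so inhibition keeps polarization high; 0% = DMSO wells and 100% = 60 µM reference IDE inhibitor Ii1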
M4 antag: blocks acetylcholine activation of human M4 receptor. CHO-hM4 cells, ACh EC80, Fluo-8 calcium fluorescence. P08173. 0.73% of 360,000 active. inhibition, % at 3 µM;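 active = inhibition above its plate's cutoff, the mean inhibition of sample wells plus 3 SD, cut at about 27% in these data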;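 note: 0% = acetylcholine EC80 with DMSO and 100% = DMSO without agonist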
Target sequence (P08173 whole entry, looked up): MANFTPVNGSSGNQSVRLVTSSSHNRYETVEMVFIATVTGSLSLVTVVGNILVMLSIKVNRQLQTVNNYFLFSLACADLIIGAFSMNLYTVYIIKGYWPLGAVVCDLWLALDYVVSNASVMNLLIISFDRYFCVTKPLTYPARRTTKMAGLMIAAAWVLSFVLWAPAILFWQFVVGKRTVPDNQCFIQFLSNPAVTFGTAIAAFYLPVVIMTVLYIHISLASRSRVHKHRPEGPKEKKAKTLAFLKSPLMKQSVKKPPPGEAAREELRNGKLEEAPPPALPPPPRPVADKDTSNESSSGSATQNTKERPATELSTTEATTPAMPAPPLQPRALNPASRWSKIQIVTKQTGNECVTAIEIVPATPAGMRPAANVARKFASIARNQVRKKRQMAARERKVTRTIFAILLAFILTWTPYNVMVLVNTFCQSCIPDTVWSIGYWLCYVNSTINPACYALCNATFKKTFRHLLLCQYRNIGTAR
CRFBP-R2 agonist: agonists of human CRF-binding protein/CRF-R2 receptor complex | activation, % at 13.2 µM | 0.46% of 350,000 active | HEK293 CRF-R2/CRF-BP, calcium dye fluorescence (FLIPR); percent of saturating CRF peptide response | AID 588473;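 active = activation of at least 50%, plus an integration ratio under a set limit after plate pattern correction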;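 note: plate controls were neutral control wells without compound for no effect and CRF at EC100 for full effect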
CHRM4 agonist: CHRM4 agonism in calcium assay; P08173; CHO-K1 hM4/Gqi5, Fluo-8 calcium fluorescence; vehicle 0%, full acetylcholine response 100%; activation, % at 3 µM; 0.14% of 360,000 active; AID 624127;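 active = activation above the run mean over all test wells plus 3 SD, cut at about 32% in these data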;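 note: peak over basal fluorescence ratio per well then scaled between controls; 0% = DMSO wells and 100% = acetylcholine at EC100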
M5 antag: CHRM5 antagonism in calcium assay; P08912; CHO-hM5 cells, Fluo-8 calcium fluorescence, ACh EC80; inhibition, % at 3 µM; 0.59% of 360,000 active;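 active = inhibition above a per-plate cutoff, the mean of that plate's test compounds plus 3 SD, cut at about 27% in these data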;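 note: 0% = acetylcholine EC80 with DMSO and 100% = DMSO without agonist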
Target sequence (P08912 whole entry, looked up): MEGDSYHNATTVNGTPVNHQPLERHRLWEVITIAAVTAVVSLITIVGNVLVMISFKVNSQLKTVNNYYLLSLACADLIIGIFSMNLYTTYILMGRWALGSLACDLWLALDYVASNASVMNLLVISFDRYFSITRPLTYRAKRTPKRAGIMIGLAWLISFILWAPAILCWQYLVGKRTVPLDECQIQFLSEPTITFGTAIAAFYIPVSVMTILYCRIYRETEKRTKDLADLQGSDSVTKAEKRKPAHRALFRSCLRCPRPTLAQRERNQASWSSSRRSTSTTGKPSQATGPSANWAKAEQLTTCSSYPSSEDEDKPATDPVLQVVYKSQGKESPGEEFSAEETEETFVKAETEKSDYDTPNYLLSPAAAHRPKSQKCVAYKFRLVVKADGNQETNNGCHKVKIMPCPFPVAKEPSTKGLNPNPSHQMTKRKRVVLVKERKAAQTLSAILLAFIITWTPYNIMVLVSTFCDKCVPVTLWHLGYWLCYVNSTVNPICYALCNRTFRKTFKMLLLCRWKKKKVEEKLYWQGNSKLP
CHRM5 agonist: agonists of human muscarinic M5 receptor (CHRM5). 0.19% of 360,000 active. P08912. CHO-K1 hM5 cells, Fluo-8 calcium fluorescence; 0% DMSO wells, 100% maximal acetylcholine response. activation, % at 3 µM;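 active = activation above the run's mean over test compounds plus 3 SD, cut at about 23% in these data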;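 note: signal is peak over basal fluorescence ratio across the kinetic read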
CHRM5 PAM: CHRM5 positive allosteric modulation. CHO-K1 hM5, Fluo-8 calcium, ACh EC20 PAM; 0% = ACh EC20, 100% = ACh EC100. activation, % at 3 µM. 0.3% of 360,000 active. AID 624038;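 active = activation above the run cutoff, the mean activation of all test compounds plus 3 SD, cut at about 18% in these data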
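Assay system – human M5 receptor in CHO-K1 cells · Read-out – % activation, ACh-normalized · Technique – Fluo-8 calcium fluorescence · Dosing – single-point, 3 µM nominal · Incubation – Fluo-8 loading 80 min at 37 °C plus 30 min room temperature · Repeats – singlicate, one well per test compound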
CHRM4 PAM: positive allosteric modulators of human muscarinic M4 receptor. P08173. CHO-K1 hM4/Gqi5, Fluo-8 calcium fluorescence, ACh EC20; 0% = ACh EC20, 100% = maximal ACh. activation, % at 3 µM. 0.4% of 360,000 active. AID 624126;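 active = activation above its plate's cutoff, the mean activation of sample wells plus 3 SD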; note: some results filed as inactive read as strong as hits
CRFBP-R2 block: antagonists of CRF-binding protein/CRF-R2 receptor complex | inhibition, % at 11.8 µM | HEK293 CRF-R2/CRF-BP, CRF-induced calcium fluorescence | 0.59% of 350,000 active | AID 588475;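 active = inhibition of the ligand-induced calcium signal above about 50% at the single tested concentration, limit read from the data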
Starred values were filed as active, the others as inactive; x = not tested or not shown.

SMILES | IDE inh | M4 antag | CRFBP-R2 agonist | CHRM4 agonist | M5 antag | CHRM5 agonist | CHRM5 PAM | CHRM4 PAM | CRFBP-R2 block
CCOC(=O)CSC1=Nc2ccccc2C2=NC(CC(=O)NCc3cccs3)C(=O)N12 (stereo unspecified) | -2 | 2 | -1.2 | 0 | 1 | 1 | 7 | 0 | -4
CCC(C)(C)NC(=O)C(c1cccn1C)N(Cc1ccc(C)cc1)C(=O)Cn1nnc2ccccc21 (stereo unspecified) | 1 | 3 | 1.0 | 0 | -1 | 1 | 5 | 13 | -10
CN1C(=O)C(C)(C)c2cc(S(=O)(=O)NCc3ccc(C(=O)NCc4ccco4)cc3)ccc21 | -7 | -14 | -0.7 | 2 | 2 | 3 | 4 | 5 | 15
O=C(CN1C(=O)NC2(CCCCCCC2)C1=O)NCc1ccc(F)cc1 | -1 | 11 | -0.2 | 0 | 2 | 2 | 7 | -1 | -17
CSc1cccc(CN2CCC(CO)(Cc3ccccc3)CC2)c1 | 0 | 3 | 0.5 | 2 | 0 | -6 | -10 | -7 | -4
CC(C(=O)OCC(=O)Nc1ncc(Cl)cc1Cl)N1C(=O)c2ccccc2C1=O (stereo unspecified) | -1 | 1 | -1.0 | 1 | 3 | 1 | -1 | -3 | 6
CCOCCCNC(=O)c1ccc(CS(=O)(=O)c2cccc(C(F)(F)F)c2)o1 | -4 | 3 | 2.1 | 2 | 0 | -3 | -2 | -3 | 4
COc1ccccc1CNc1ncnc2cc(OC)c(OC)cc12 | 9 | -5 | 0.5 | 2 | -2 | 2 | 4 | -3 | 1
COc1ccc(CCN(C(=O)C(F)(F)F)C(C(=O)NC2CCCCC2)c2cccs2)cc1 (stereo unspecified) | -1 | -3 | 0.4 | -2 | 4 | -6 | -8 | -9 | -2
Cc1cccc(NS(=O)(=O)c2nnc(NC(=O)c3ccc(C)c(C)c3)s2)c1 | 3 | -11 | 0.8 | -1 | 2 | 0 | -6 | 4 | -13
COc1ccc(C(=O)NC(C)c2nccs2)cc1OC1CCN(C(C)C)CC1 (stereo unspecified) | 0 | 4 | -1.5 | 1 | -8 | -5 | 4 | 7 | -3
CCN1CCN(CCCNC(=O)C2c3ccccc3C(=O)N(c3ccc(OC)cc3)C2c2ccc(OC)cc2)CC1 (stereo unspecified) | 3 | 1 | 0.0 | 2 | 4 | -2 | 5 | 8 | -6
COc1ccc(CCN2C(=O)NC(NC(C)=O)(C(F)(F)F)C2=O)cc1OC (stereo unspecified) | 4 | 3 | -2.9 | 1 | 5 | 0 | -4 | -1 | -13
CN(C)S(=O)(=O)c1cccc(NC(=O)c2ccc3c(c2)S(=O)(=O)N=C2CCCCCN23)c1 | 1 | -17 | x | 0 | 4 | 4 | 0 | 14 | x
C=CCNC(=O)c1ccccc1NC(=O)c1ccccc1SC | 6 | 3 | -6.3 | 4 | 4 | 3 | 11 | 8 | 3
CCCn1c(C)cc(C(=O)CN2C(=O)c3ccccc3C2=O)c1C | -2 | 5 | 1.1 | 0 | 4 | -3 | 6 | -13 | 4
CCNC(=S)N(CCc1ccc(OC)c(OC)c1)Cc1cc2cc(OC)ccc2[nH]c1=O | 4 | 4 | 0.4 | 5 | 2 | -1 | -8 | -2 | 1
CCOC(=O)C1CCN(S(=O)(=O)c2ccc3c(c2)N(C(C)=O)CCO3)CC1 | -2 | -4 | 0.5 | 4 | 8 | -3 | -3 | 1 | -12
O=c1[nH]cnc2c1ncn2[C@@H]1C[C@@H](O)[C@H](CO)O1 | 3 | 8 | -2.2 | 1 | 5 | -2 | 1 | -4 | 13
CCN(CC)S(=O)(=O)c1ccc(Cl)c(NC(=O)COc2ccc(OC)cc2[N+](=O)[O-])c1 | -4 | -8 | -0.6 | 1 | 3 | 0 | -9 | -7 | -7
CCOc1ccc(S(=O)(=O)Nc2ccccc2C(=O)N(C)C2CCN(C)CC2)cc1 | -4 | -6 | 1.5 | 2 | 9 | -1 | -4 | 3 | 1
O=C(CCCn1c(=O)c2sccc2n(CC(=O)NCC2CCCO2)c1=O)NCc1ccco1 (stereo unspecified) | -1 | -2 | 0.0 | 0 | 6 | 0 | -8 | 4 | -17
COc1cc(C(=O)N2C(=O)c3cccc(N)c3C2=O)cc(OC)c1OC | -3 | -8 | 2.6 | 1 | 5 | -1 | -5 | -1 | 6
Oc1ccc(/C=N/NC(=S)NCc2ccco2)cc1 | 3 | 4 | -0.8 | 2 | 2 | 1 | -4 | 0 | 5
Cc1ccc(S(=O)(=O)c2nc(Nc3ccccc3)sc2Cl)cc1 | x | -2 | -1.2 | 2 | 3 | -4 | -6 | 0 | 15

Individual results from above.
Under M5 antag, `COc1ccc(C(=O)NC(C)c2nccs2)cc1OC1CCN(C(C)C)CC1` (stereo unspecified) is listed with -8
Under CHRM4 PAM, `CSc1cccc(CN2CCC(CO)(Cc3ccccc3)CC2)c1` is listed with -7
Under CRFBP-R2 agonist, `COc1ccccc1CNc1ncnc2cc(OC)c(OC)cc12` is listed with 0.5

(list continues)
SMILES | IDE inh | M4 antag | CRFBP-R2 agonist | CHRM4 agonist | M5 antag | CHRM5 agonist | CHRM5 PAM | CHRM4 PAM | CRFBP-R2 block
CCOC(CCNC(=O)c1cc2c(=O)[nH]c3ccccc3c2s1)OCC | -4 | 1 | -0.4 | 1 | 2 | -1 | -2 | -5 | -19
CC(C)NS(=O)(=O)c1ccc(NC(=O)C(C)OC(=O)CCC2CCCC2)cc1 (stereo unspecified) | -3 | -18 | 4.8 | 16 | 18 | 2 | -19 | -6 | -14
COc1cc(CC(=O)Nc2ncc(C)s2)cc(OC)c1OC | -4 | -3 | 0.4 | 1 | -10 | -6 | 3 | -1 | -5
CC(=O)C1=C(c2ccccc2)NC(=O)NC1c1ccc(O)c(Cl)c1 (stereo unspecified) | x | 3 | 0.2 | 0 | 3 | 0 | 5 | 3 | 8
CN(C)C(=O)c1c2c(nc3ccccc13)CCCC2 | -2 | -9 | -4.7 | 2 | -7 | -1 | 10 | 2 | 1
O=C(NC(Cc1c[nH]c2ccccc12)C(=O)NCCCN1CCOCC1)c1cccs1 (stereo unspecified) | 6 | 4 | 2.7 | 0 | -8 | -2 | 15 | -4 | 1
O=C(NCC(c1cccs1)N1CCOCC1)C1CCN(S(=O)(=O)c2cc(Cl)ccc2Cl)CC1 (stereo unspecified) | x | 8 | 0.2 | 5 | 3 | 0 | -3 | -6 | -5
Cc1ccc(C(=O)OCC(=O)NCCC2=CCCCC2)cc1N | -4 | 7 | 0.0 | 15 | 14 | -2 | -14 | -10 | 4
CCOC(=O)CCCCCC(=O)Nc1ccc2c(c1)CC(=O)N([C@@H](C)CO)C[C@H](C)[C@@H](CN(C)Cc1ccccc1)O2 | 2 | -4 | 1.0 | -1 | 4 | 2 | -2 | 11 | 9
Cc1ccc(S(=O)(=O)N2CCCC2CNC(=O)c2ccccc2)cc1 (stereo unspecified) | -1 | -8 | 0.2 | 1 | -6 | 1 | 5 | 2 | 8
CC(C)COP(=O)(OCC(C)C)C(O)c1ccc2c(c1)OCO2 (stereo unspecified) | 4 | -3 | -2.3 | 1 | -7 | 3 | 13 | 10 | -3
NNC(=S)NCc1cccnc1 | -4 | 1 | -1.0 | 1 | 1 | -2 | 0 | 8 | 37
CCCC(C)NS(=O)(=O)c1ccccc1 (stereo unspecified) | 0 | -3 | -2.3 | 1 | -1 | -1 | 5 | 3 | 9
O=C(CCc1ccccc1)Nc1ccnn1C1CCN(Cc2ccc(OCCO)cc2)CC1 | 6 | -12 | 2.9 | 0 | -12 | -7 | 6 | 3 | 10
CCC(c1nnc(SCC(=O)N(C)c2ccccc2)n1Cc1ccccc1)N(C)C (stereo unspecified) | 0 | 8 | -1.0 | 1 | -1 | -3 | -3 | -4 | -8
Cc1cc(=O)oc2cc(NC(=O)c3cccc(S(=O)(=O)N(C)C)c3)ccc12 | 5 | -2 | 0.1 | 0 | 0 | 0 | 1 | -4 | 23
COc1cccc(OCc2cc(C(=O)N(Cc3ccccc3)CC3CC3)no2)c1 | 1 | -2 | 3.2 | 6 | 4 | -2 | -4 | -6 | 15
COc1cccc(/C=C/C(=O)OCC(=O)N2CCCc3ccccc32)c1 | 0 | -7 | -0.4 | 4 | 6 | -2 | -3 | 6 | 5
COc1ccc(N(CC(=O)N2CCN(Cc3ccc4c(c3)OCO4)CC2)S(=O)(=O)c2ccc(F)cc2)cc1 | -5 | -9 | 18 | 2 | 1 | -12 | 4 | -1 | -76
CCOC(=O)c1c(C)[nH]c(C(=O)OCC(=O)Nc2ccc(OCC)cc2)c1C | 6 | 3 | 0.9 | 0 | 0 | 2 | -2 | 3 | 9
O=C(CN(Cc1ccco1)C(=O)c1ccccc1F)Nc1ccccc1C(F)(F)F | -4 | -8 | 0.6 | 1 | -7 | 0 | 1 | 15 | -5
OCCN1CCN(CCCc2c3c(cc4c2CCC4)CCC3)CC1 | 2 | 8 | -1.5 | 2 | 1 | -2 | 2 | 8 | 27
C=CCn1cc(C(=O)NCCOC)c(=O)c2cc(S(=O)(=O)N3CCCCCC3)ccc21 | -6 | -9 | 0.8 | 4 | 8 | -5 | -6 | -2 | -8
COC(=O)Cn1cc(/C=N/NC(=O)COc2cccc3cccnc23)c2ccccc21 | -2 | -6 | -3.0 | 4 | 12 | -2 | -8 | -6 | -4
CCCCN(C(=O)c1cccc(S(=O)(=O)N2CCN(C)CC2)c1)c1c(N)n(CC(C)C)c(=O)[nH]c1=O | x | -18 | 0.0 | 0 | 4 | 0 | 3 | 2 | -3
FC(F)(F)c1ccc2c(c1)n(Cc1ccccc1)c1[n+]2CCCCC1 | 0 | 11 | -0.8 | 0 | 10 | -17 | -15 | -12 | 7
CC(C)NC(=S)N(C)C1(c2ccccc2Cl)CCCCC1=O (stereo unspecified) | 9 | 7 | -0.9 | -2 | 8 | -4 | -1 | -5 | -3
Cc1ccc2c(c1)N(CC(=O)N1CCCc3ccccc31)C(=O)C(C)O2 (stereo unspecified) | 3 | -15 | -5.4 | 1 | -9 | -3 | 2 | 2 | 8
COCCn1nnnc1C(c1ccccc1OC)N1CCc2ccccc2C1 (stereo unspecified) | -1 | 3 | -1.3 | 0 | 4 | -4 | -1 | -5 | -2

Quoted at random: 2 compounds from above, in no set order.
SMILES | IDE inh | M4 antag | CRFBP-R2 agonist | CHRM4 agonist | M5 antag | CHRM5 agonist | CHRM5 PAM | CHRM4 PAM | CRFBP-R2 block
COc1ccc(N(CC(=O)N2CCN(Cc3ccc4c(c3)OCO4)CC2)S(=O)(=O)c2ccc(F)cc2)cc1 | -5 | -9 | 18 | 2 | 1 | -12 | 4 | -1 | -76
CN(C)C(=O)c1c2c(nc3ccccc13)CCCC2 | -2 | -9 | -4.7 | 2 | -7 | -1 | 10 | 2 | 1

Record cards, as listed above.
CCOC(=O)c1c(C)[nH]c(C(=O)OCC(=O)Nc2ccc(OCC)cc2)c1C across the screens: IDE inh = 6; M4 antag = 3; CRFBP-R2 agonist = 0.9; CHRM4 agonist = 0; M5 antag = 0; CHRM5 agonist = 2; CHRM5 PAM = -2; CHRM4 PAM = 3; CRFBP-R2 block = 9
CCOC(CCNC(=O)c1cc2c(=O)[nH]c3ccccc3c2s1)OCC across the screens: IDE inh = -4; M4 antag = 1; CRFBP-R2 agonist = -0.4; CHRM4 agonist = 1; M5 antag = 2; CHRM5 agonist = -1; CHRM5 PAM = -2; CHRM4 PAM = -5; CRFBP-R2 block = -19
